Source: PubChem BioAssay
NSD2 inh: NSD2 histone methyltransferase inhibitors, primary screen, biochemical, AlphaScreen, single concentration, set 2; Histone-lysine N-methyltransferase NSD2 (Homo sapiens), O96028; NSD2 peptide methylation, 120 min; inhibition, % at 12.5 µM; actives 0.54% (n = 310,000); AID 743445, 2014; in the data active = inhibition above about 50%
PKA-R2B activ: activators of PKA-R2B holoenzyme, primary screen, biochemical, fluorescence polarization, Cy5-IP20, human; PKA-R2B holoenzyme dissociation; R2B truncated from residue 108, S112A mutant; 0% DMSO only, 100% 113 µM cGMP; AID 504700, 2011; actives 0.079% (n = 340,000); cAMP-dependent protein kinase catalytic subunit beta (Homo sapiens) + cAMP-dependent …; activation, % at 11.4 µM;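 active = activation above a cutoff set at the mean over all compounds plus 3 SD, cut at about 18% in these data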;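 note: higher means more holoenzyme dissociation and a rise in polarization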
Target sequence (P31323 whole entry, looked up, other chains not shown, the tested form may be a part): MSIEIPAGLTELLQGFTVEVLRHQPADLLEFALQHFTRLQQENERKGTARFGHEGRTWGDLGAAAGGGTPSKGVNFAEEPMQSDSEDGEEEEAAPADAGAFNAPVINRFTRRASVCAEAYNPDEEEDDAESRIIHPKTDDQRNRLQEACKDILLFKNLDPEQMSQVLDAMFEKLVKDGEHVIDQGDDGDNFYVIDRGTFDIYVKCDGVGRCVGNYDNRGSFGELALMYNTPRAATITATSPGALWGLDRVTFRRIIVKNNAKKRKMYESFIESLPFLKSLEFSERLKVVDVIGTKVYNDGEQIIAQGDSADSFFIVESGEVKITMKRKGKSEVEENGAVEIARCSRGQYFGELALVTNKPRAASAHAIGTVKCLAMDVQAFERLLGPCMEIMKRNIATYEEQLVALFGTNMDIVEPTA
SR-BI uptake up: activators of SR-BI mediated DiI-HDL uptake, primary screen, ldlA[mSR-BI] CHO cells, DiI fluorescence | actives 0.096% (n = 320,000) | activation, % at 12.5 µM | AID 504775, 2011 | 3 h; 100 = double the neutral-control signal;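 active = mean replicate activation of at least 60% and every replicate at or above 60%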;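 note: 0% = median plate neutral-control signal and 100% = twice that signal; values of inactives mirror those of a sister screen read the other way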
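system = CHO ldlA[mSR-BI] cells, LDL receptor-null, SR-BI overexpressing | medium = Ham's F12 with 0.5% BSA, HEPES 25 mM, pH 7.4 | probe or stimulus = DiI-HDL 10 µg/mL | compound dosing = single-point compound dose | incubation = compound exposure 3 h, 37 °C | technique = DiI fluorescence, bottom read | read-out = cell-associated DiI fluorescence as measure of HDL uptake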
SR-BI DiI inh: inhibitors of SR-BI mediated HDL lipid uptake, primary screen, ldlA[mSR-BI] cells, fluorescence, single point | ldlA[mSR-BI] CHO cells, DiI-HDL uptake fluorescence, 3 h | Scavenger receptor class B member 1 (Mus musculus), Q61009 | AID 488896, 2010 | actives 0.96% (n = 320,000) | inhibition, % at 12.5 µM;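 active = mean replicate inhibition of at least 70% and a set share of replicates each scoring 70 or more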;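 note: 0% = median of neutral control wells and 100% = median of positive control wells; values of inactives mirror those of a sister screen read the other way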
Target sequence (Q61009 whole entry, looked up): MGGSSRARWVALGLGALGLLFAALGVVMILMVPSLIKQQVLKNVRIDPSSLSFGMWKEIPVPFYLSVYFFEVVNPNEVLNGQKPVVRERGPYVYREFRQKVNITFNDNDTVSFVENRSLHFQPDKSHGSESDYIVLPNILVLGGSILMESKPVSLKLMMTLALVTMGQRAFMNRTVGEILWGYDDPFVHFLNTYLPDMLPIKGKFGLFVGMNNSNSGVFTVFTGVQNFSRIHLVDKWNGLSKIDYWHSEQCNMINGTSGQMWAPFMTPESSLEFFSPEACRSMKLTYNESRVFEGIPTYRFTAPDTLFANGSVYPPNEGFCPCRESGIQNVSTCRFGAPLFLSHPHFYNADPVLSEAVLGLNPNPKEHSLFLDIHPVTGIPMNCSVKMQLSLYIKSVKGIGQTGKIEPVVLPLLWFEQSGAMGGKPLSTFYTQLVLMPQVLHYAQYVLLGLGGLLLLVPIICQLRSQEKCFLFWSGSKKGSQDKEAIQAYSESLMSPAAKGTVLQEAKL
Arrestin-AP2 inh: inhibitors of beta-arrestin/AP2 binding, primary screen, biochemical, GPCR trafficking, flow cytometry | AID 504490, 2011 | beta-arrestin 1 C-terminal peptide binding to AP2 beta2-adaptin appendage (human) | inhibition, % at 10 µM | actives 0.31% (n = 340,000) | FITC-arrestin peptide / GST-AP2 beads; AP2 beta2 appendage carries R879A mutation;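 active = inhibition above a set limit, near 3 SD of compounds lacking own fluorescence, cut at about 54% in these data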;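 note: plate controls were DMSO wells for no effect and 5 µM unlabelled arrestin peptide for full effect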
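Assay system: GST-AP2 R879A bound to glutathione beads, E. coli-expressed; Medium: PBS with 0.05% Tween 20 and 0.1% BSA; Also added: fluorescein-tagged arrestin peptide at 50 nM final; Timing: 12 min plus 1 h, RT; Measured by: flow cytometry, FL1 (488/535 nm); Evaluation: percent drop in bead-associated FITC signal.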
Cardiac RTF inh: cardiac RTF calcium sensitivity inhibitors, primary screen, biochemical, IANBD-TnC fluorescence, EC70 calcium; inhibition, % at 7.15 µM; actives 0.12% (n = 340,000); Troponin I, cardiac muscle (Homo sapiens) + Troponin T, cardiac muscle (Homo sapiens) + …; IANBD-labeled cardiac RTF, Ca2+ fluorescence; AID 493244, 2011;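 active = inhibition above the mean inhibition of all tested compounds plus 3 SD, cut at about 17% in these data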;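 note: assay run at fixed EC70 calcium of 1.6 mM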
PvdQ acylase: P. aeruginosa PvdQ acylase inhibitors, primary screen, biochemical, fluorescence, plate reader and imaging, single point; PvdQ acylase [Pseudomonas aeruginosa LESB58]; purified PvdQ acylase; inhibition, % at 10 µM; actives 0.063% (n = 340,000); in the data active = inhibition above about 30%, passing the limit was not always enough;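 note: 0% = vehicle neutral wells and 100% = reference inhibitor wells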
Keap1-Nrf2 PPI: Keap1-Nrf2 protein-protein interaction inhibitors, primary screen, biochemical, fluorescence polarization, single point | Kelch-like ECH-associated protein 1 (Homo sapiens), Q14145 | Keap1 Kelch-Nrf2 peptide fluorescence polarization, 1536-well | inhibition, % at 9.4 µM | actives 0.15% (n = 340,000); in the data active = inhibition above about 12%;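 note: human Keap1 Kelch domain with fluorescein labeled Nrf2 9mer peptide probe; 0% = neutral control wells and 100% = peptide positive control; higher means more block of Keap1 binding to Nrf2 peptide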
DAGLB inh: DAGLB lipase inhibitors, primary screen, biochemical, fluorescence, HTS; Diacylglycerol lipase-beta (Homo sapiens), Q8NCG7; HEK293T DAGLB membrane lysate, EnzChek fluorogenic substrate; inhibition, % at 5.17 µM; actives 0.059% (n = 340,000); in the data active = inhibition above about 34%;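 note: 0% = enzyme with vehicle and 100% = wells lacking enzyme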
LANA DNA inh: inhibitors of KSHV C-LANA binding to DNA, primary screen, biochemical, fluorescence polarization, FAM-LBS DNA, MBP-C-LANA, single point; actives 0.078% (n = 340,000); inhibition, % at 9 µM; Kaposi's sarcoma herpesvirus LANA C-terminal domain (residues 932-1162) DNA binding;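 active = highest replicate inhibition at or above 60% at 9 µM, even if other replicates fall short; inactive = all replicates below 60% inhibition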;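 note: 0% = neutral control wells and 100% = 4 µM acridine orange control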
The depositor's hits bear a star.

For Cc1n[nH]c(C)c1C(=O)CC1(O)C(=O)N(CCc2ccccc2)c2ccc(Cl)cc21 (centres undefined) the results were NSD2 inh 5, PKA-R2B activ 4, SR-BI uptake up 4, SR-BI DiI inh -4, Arrestin-AP2 inh 2, Cardiac RTF inh 8, PvdQ acylase -6, Keap1-Nrf2 PPI -2, DAGLB inh 0 and LANA DNA inh 0.3.
`CC[C@@H](C)[C@H](NS(=O)(=O)c1ccc(C)cc1)C(=O)N1CCC(C(=O)NCC(=O)O)CC1` gave NSD2 inh -5, PKA-R2B activ -2, SR-BI uptake up -5, SR-BI DiI inh 5, Arrestin-AP2 inh 9, Cardiac RTF inh 2, PvdQ acylase 1, Keap1-Nrf2 PPI 1, DAGLB inh 0 and LANA DNA inh 1.0.
COC(=O)c1sc2nc(SCc3ccccc3C#N)n(N)c(=O)c2c1C was read as NSD2 inh -2, PKA-R2B activ -1, SR-BI uptake up 6, SR-BI DiI inh -6, Arrestin-AP2 inh 6, Cardiac RTF inh -23, PvdQ acylase -28, Keap1-Nrf2 PPI -7, DAGLB inh -5 and LANA DNA inh -0.9.
`C=CCS/C(N)=N\N=C\c1c(O)ccc2ccccc12` gave NSD2 inh 0, PKA-R2B activ 0, SR-BI uptake up -14, SR-BI DiI inh 14, Arrestin-AP2 inh -1, Cardiac RTF inh 9, PvdQ acylase -11, Keap1-Nrf2 PPI -2, DAGLB inh -1 and LANA DNA inh 0.8.
CCOc1ccc(CCNC(=O)c2ccc(F)c(S(=O)(=O)N3CCOCC3)c2)cc1OCC was read as NSD2 inh -2, PKA-R2B activ -3, SR-BI uptake up -65, SR-BI DiI inh 65, Arrestin-AP2 inh 6, Cardiac RTF inh -7, PvdQ acylase -13, Keap1-Nrf2 PPI -1, DAGLB inh 0 and LANA DNA inh -0.1.
For CCOC(=O)CC1Sc2ccccc2NC1=S (centres undefined) the results were NSD2 inh -2, SR-BI uptake up 5, SR-BI DiI inh -5, Arrestin-AP2 inh 2, PvdQ acylase -15, Keap1-Nrf2 PPI -8 and LANA DNA inh 1.5.
`NNC(=O)c1ccc(O)cc1O` gave NSD2 inh 3, PKA-R2B activ -9, SR-BI uptake up -2, SR-BI DiI inh 2, Arrestin-AP2 inh -2, Cardiac RTF inh -8, PvdQ acylase 6, Keap1-Nrf2 PPI 0, DAGLB inh -7 and LANA DNA inh 1.5.
Fc1ccc(-c2ccnc3nc(-n4cccc4)nn23)cc1 was read as NSD2 inh -3, PKA-R2B activ -5, SR-BI uptake up -27, SR-BI DiI inh 27, Arrestin-AP2 inh 0, Cardiac RTF inh 4, PvdQ acylase -17, Keap1-Nrf2 PPI -2, DAGLB inh -1 and LANA DNA inh -1.7.
Screening CN1C(=O)/C(=C/c2cn(CC(=O)N3CCCCC3)c3ccccc23)NC1=S returned NSD2 inh 0, PKA-R2B activ 1, SR-BI uptake up -1, SR-BI DiI inh 1, Arrestin-AP2 inh -7, Cardiac RTF inh -15, PvdQ acylase -13, Keap1-Nrf2 PPI 3, DAGLB inh -1 and LANA DNA inh 1.9.
Cc1ccc(S(=O)(=O)c2nc(C)c3c(n2)CCC3)cc1 was read as NSD2 inh 3, PKA-R2B activ -24, SR-BI uptake up 10, SR-BI DiI inh -10, Arrestin-AP2 inh -5, Cardiac RTF inh -16, PvdQ acylase -14, Keap1-Nrf2 PPI -1, DAGLB inh 0 and LANA DNA inh 1.5.

Overlap with the part before: 3 entries, then new ones.
Fc1ccc(-c2ccnc3nc(-n4cccc4)nn23)cc1 was read as NSD2 inh -3, PKA-R2B activ -5, SR-BI uptake up -27, SR-BI DiI inh 27, Arrestin-AP2 inh 0, Cardiac RTF inh 4, PvdQ acylase -17, Keap1-Nrf2 PPI -2, DAGLB inh -1 and LANA DNA inh -1.7.
Screening CN1C(=O)/C(=C/c2cn(CC(=O)N3CCCCC3)c3ccccc23)NC1=S returned NSD2 inh 0, PKA-R2B activ 1, SR-BI uptake up -1, SR-BI DiI inh 1, Arrestin-AP2 inh -7, Cardiac RTF inh -15, PvdQ acylase -13, Keap1-Nrf2 PPI 3, DAGLB inh -1 and LANA DNA inh 1.9.
Cc1ccc(S(=O)(=O)c2nc(C)c3c(n2)CCC3)cc1 was read as NSD2 inh 3, PKA-R2B activ -24, SR-BI uptake up 10, SR-BI DiI inh -10, Arrestin-AP2 inh -5, Cardiac RTF inh -16, PvdQ acylase -14, Keap1-Nrf2 PPI -1, DAGLB inh 0 and LANA DNA inh 1.5.
Fc1cccc(CSc2nc3ncccc3[nH]2)c1 was read as NSD2 inh -1, PKA-R2B activ -4, SR-BI uptake up 13, SR-BI DiI inh -13, Arrestin-AP2 inh 20, Cardiac RTF inh -1, PvdQ acylase 1, Keap1-Nrf2 PPI -1, DAGLB inh 0 and LANA DNA inh 0.2.
Screening COC(=O)CN(CCc1ccccc1)S(=O)(=O)c1ccc(OC)c(OC)c1 returned PKA-R2B activ 0, SR-BI uptake up -2, SR-BI DiI inh 2, Arrestin-AP2 inh -1, Cardiac RTF inh -14, PvdQ acylase -11, Keap1-Nrf2 PPI -1, DAGLB inh 2 and LANA DNA inh -0.3.
Screening C=CCOc1ccc(C2/C(=C(\O)c3ccc(F)cc3)C(=O)C(=O)N2CCCN(C)C)cc1 (centres undefined) returned NSD2 inh 3, PKA-R2B activ 3, SR-BI uptake up 19, SR-BI DiI inh -19, Arrestin-AP2 inh 31, Cardiac RTF inh 2, PvdQ acylase 3, Keap1-Nrf2 PPI -2, DAGLB inh 2 and LANA DNA inh -0.8.
Cc1cc(C)n2nc(SC(C)C(=O)N3CCCC3)nc2n1 (centres undefined) was read as NSD2 inh -1, PKA-R2B activ -2, SR-BI uptake up 8, SR-BI DiI inh -8, Arrestin-AP2 inh -1, Cardiac RTF inh 0, PvdQ acylase 5, Keap1-Nrf2 PPI -4, DAGLB inh -2 and LANA DNA inh 0.0.
`O=Cc1ccc(-c2ccccc2C(=O)O)o1` gave NSD2 inh -3, PKA-R2B activ 5, SR-BI uptake up 4, SR-BI DiI inh -4, Arrestin-AP2 inh 13, Cardiac RTF inh 2, PvdQ acylase 12, Keap1-Nrf2 PPI 2, DAGLB inh -2 and LANA DNA inh 0.9.
For CC(C)[C@@H](N)C(=O)N/N=C/c1ccc2nccnc2c1 the results were NSD2 inh -1, PKA-R2B activ 1, SR-BI uptake up 0, SR-BI DiI inh 0, Arrestin-AP2 inh 42, Cardiac RTF inh -11, PvdQ acylase -4, Keap1-Nrf2 PPI -2, DAGLB inh -1 and LANA DNA inh -1.6.
`Cc1ccc(NC(=O)COc2ccc(C(=O)c3ccccc3)cc2)c(O)c1` gave NSD2 inh 0, PKA-R2B activ -2, SR-BI uptake up 0, SR-BI DiI inh 0, Arrestin-AP2 inh -5, Cardiac RTF inh 1, PvdQ acylase -17, Keap1-Nrf2 PPI -2, DAGLB inh -3 and LANA DNA inh 0.2.
For O=C1C(=O)N(CCN2CCOCC2)C(c2cccc(Cl)c2)/C1=C(\O)c1ccc2c(c1)OCCO2 (centres undefined) the results were NSD2 inh -1, PKA-R2B activ -1, SR-BI uptake up 25, SR-BI DiI inh -25, Arrestin-AP2 inh 2, Cardiac RTF inh 3, PvdQ acylase -2, Keap1-Nrf2 PPI -1, DAGLB inh 2 and LANA DNA inh 0.7.
`COc1cccc2c(O)cc(=O)n(C)c12` gave NSD2 inh -3, PKA-R2B activ -4, SR-BI uptake up 7, SR-BI DiI inh 19, Arrestin-AP2 inh 6, Cardiac RTF inh 2, PvdQ acylase 1, Keap1-Nrf2 PPI -1, DAGLB inh 1 and LANA DNA inh -1.8.
`Cc1ccc(S(=O)(=O)N2CCCCC2)cc1C(=O)N1CCN(CCO)CC1` gave NSD2 inh 4, PKA-R2B activ -3, SR-BI uptake up 13, SR-BI DiI inh -13, Arrestin-AP2 inh 4, Cardiac RTF inh 2, PvdQ acylase -11, Keap1-Nrf2 PPI -3, DAGLB inh 0 and LANA DNA inh 4.0.
Screening COCCNC(=S)N/N=C(\C)c1ccccc1O returned NSD2 inh -4, PKA-R2B activ 8, SR-BI uptake up -3, SR-BI DiI inh 3, Arrestin-AP2 inh 38, Cardiac RTF inh -2, PvdQ acylase 6, Keap1-Nrf2 PPI -1, DAGLB inh -3 and LANA DNA inh 1.9.
CCOc1ccccc1NS(=O)(=O)c1cccs1 was read as NSD2 inh -1, PKA-R2B activ -1, SR-BI uptake up -11, SR-BI DiI inh 11, Arrestin-AP2 inh -4, Cardiac RTF inh 0, PvdQ acylase -4, Keap1-Nrf2 PPI -4, DAGLB inh -1 and LANA DNA inh 0.7.
`CCc1c(C(=O)Nc2ncn(Cc3cccc(C)c3)n2)csc1C` gave NSD2 inh 7, PKA-R2B activ -3, SR-BI uptake up -11, SR-BI DiI inh 11, Arrestin-AP2 inh 42, Cardiac RTF inh 1, PvdQ acylase 8, Keap1-Nrf2 PPI 1, DAGLB inh 0 and LANA DNA inh -0.4.
Cc1c(C#N)c(NC(=O)C(C)C)n(Cc2ccccc2)c1C was read as NSD2 inh -3, PKA-R2B activ -5, SR-BI uptake up 5, SR-BI DiI inh -5, Arrestin-AP2 inh -16, Cardiac RTF inh -1, PvdQ acylase 11, Keap1-Nrf2 PPI -2, DAGLB inh 0 and LANA DNA inh -0.4.
COc1ccc(CN2[C@@H](CC(C)=O)c3ccc(/C=C/C(C)=O)cc3S2(=O)=O)cc1 was read as PKA-R2B activ 2, SR-BI uptake up 10, SR-BI DiI inh -10, Arrestin-AP2 inh -1, Cardiac RTF inh -13, PvdQ acylase -6, Keap1-Nrf2 PPI -14, DAGLB inh 0 and LANA DNA inh 1.1.
